NR2E3 ag = NR2E3 (human) agonism; actives 0.12% (n = 320,000); inhibition of corepressor binding, % at 4.78 µM; GST-NR2E3/biotin-RetCOR TR-FRET, 1536-well; AID 2300;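 active = percent inhibition above the cutoff of mean plus 3 SD of all tested compounds, set per screening campaign, cut at about 20% in these data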;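 note: 0% = DMSO wells and 100% = biotin wells as full block of FRET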
Target sequence (Q9Y5X4 whole entry, looked up): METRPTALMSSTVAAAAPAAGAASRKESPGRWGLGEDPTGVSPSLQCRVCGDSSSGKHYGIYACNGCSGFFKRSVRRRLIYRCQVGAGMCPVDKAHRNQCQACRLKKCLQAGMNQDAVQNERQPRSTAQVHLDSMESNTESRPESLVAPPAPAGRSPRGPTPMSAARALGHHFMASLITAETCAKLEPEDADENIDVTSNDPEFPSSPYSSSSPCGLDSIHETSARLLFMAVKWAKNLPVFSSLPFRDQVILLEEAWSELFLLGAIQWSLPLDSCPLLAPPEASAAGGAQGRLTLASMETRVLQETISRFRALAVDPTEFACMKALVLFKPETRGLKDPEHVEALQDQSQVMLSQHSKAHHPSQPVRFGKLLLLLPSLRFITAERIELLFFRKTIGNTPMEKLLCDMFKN
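system = GST-tagged NR2E3 plus biotinylated RetCOR corepressor | input = 1.35 nM GST-NR2E3 | also added = 7 nM biotin-RetCOR | schedule = 5 h incubation at 4 °C | measured by = TR-FRET with europium anti-GST and streptavidin-D2, 340 nm excitation | read-out = percent loss of FRET ratio relative to control wells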
The depositor's hits bear a star. Some of the compounds tested. The share of hits here may be higher or lower than overall.

SMILES	NR2E3 ag
O=C(NCc1ccco1)C1CCCN(S(=O)(=O)c2cccc3nonc23)C1 (configuration not stated)	-1
C#CCOCCOCCOCCNc1nc(N2CCN(C(=O)Cn3cc(CC(C)O)nn3)CC2)nc(N2CCN(C(=O)[C@H](C)n3cc(CCCN=C(N)N)nn3)CC2)n1 (some centres not stated)	4
Cc1cccc(NC(=O)c2ccccc2OCC(=O)N2CCCC2)c1C	-4
O=C(NCc1ccccc1Cl)C1CCCN(c2nc3ccsc3c(=O)s2)C1 (configuration not stated)	-1
COC(=O)CCCC1=CC2=CC(=O)C(C)(OC(=O)c3ccco3)C(=O)C2=CO1 (configuration not stated)	2
COC(=O)c1cc(=O)n(Cc2ccccc2)c(=NCc2ccccc2)s1	2
Cc1cccc(C(=O)O/N=C/c2c(N3CCOCC3)n(C)c3ccccc23)c1	-4
COc1cc(Br)c(CC(=O)O)cc1OC	-1
Cc1sc2nc(CSc3ccc([N+](=O)[O-])cc3)[nH]c(=O)c2c1C	-1
Cc1nn(Cc2ccc(Cl)cc2Cl)c(Cl)c1/C=N/NC(=O)CNc1cccc(C(F)(F)F)c1	2
S=C(NCC1CCCO1)n1nnc2ccccc21 (configuration not stated)	0
C/C(=N\Nc1ccc(F)cc1F)c1ccc(F)cc1	-2
COc1ccc(NCc2ccc(OC)c(OC)c2)cc1	1
N#C[C@@H]1[C@@H]2C(=O)N(c3ccc4c(c3)OCCO4)C(=O)[C@@H]2C2c3ccccc3C=CN21 (some centres not stated)	-1
O=C(c1cc(C(=O)N2CCOCC2)c2nc3ccccc3n2c1)c1ccccc1O	2
COc1cc2c(cc1NC(=O)CSc1nc3ccc(C)cc3[nH]1)oc1ccccc12	1
CC(=O)N=C1SC2CS(=O)(=O)CC2N1c1ccc(-c2nc3ccc(C)cc3s2)cc1 (configuration not stated)	2
Cc1cc(C)nc(/N=C(/NC(=O)Nc2ccc(Cl)c(Cl)c2)Nc2ccccc2)n1	-1
CCOC(=O)N1C2=NC(C(=O)OC)=C(C(=O)OC)[C@@H]3N(Cc4ccccc4)c4ccccc4[C@]23C[C@H]1C(=O)OC	-1
O=C(CCCc1ccccc1)NCc1ccccc1	-1

Quoted from the listing.
Under NR2E3 ag, `COc1cc2c(cc1NC(=O)CSc1nc3ccc(C)cc3[nH]1)oc1ccccc12` is entered as 1
Under NR2E3 ag, `Cc1cc(C)nc(/N=C(/NC(=O)Nc2ccc(Cl)c(Cl)c2)Nc2ccccc2)n1` is entered as -1

Other structures:
SMILES	NR2E3 ag
COC(=O)N1C(=O)[C@@](CC(C)C)(c2ccccc2)N1C(=O)OC	2
O=C(N/N=C/c1ccco1)c1cc(C2CC2)nc2ccccc12	0
CC(C)CCN(C(=O)COc1ccc(C#N)cc1)c1c(N)n(Cc2ccccc2)c(=O)[nH]c1=O	4
CC(C)(C)OC(=O)N[C@@H](Cc1ccccc1)c1nnc(S(=O)(=O)Cc2ccccc2)o1	-3
O=C(/C=C/c1ccccc1[N+](=O)[O-])Oc1ccccc1	-2
COC/C=C/C1=CC2=CC(=O)C(C)(OC(=O)c3cccs3)C(=O)C2=CO1 (configuration not stated)	3
COc1ccc(S(=O)(=O)N(CC(=O)NCc2cccnc2)c2ccc(F)cc2)cc1OC	-1
CN(C)c1ccc(/C=C/C(O)=C2/C(=O)N(C)C3(C)CC2c2ccccc2O3)cc1 (configuration not stated)	6
CC(C)=CCc1cc2c(=O)c3c(O)c4c(cc3oc2c(O)c1O)OC(C)C4(C)C (configuration not stated)	4
COc1ccc(C2CC(c3cccs3)=NN2c2ccc(C=O)cc2)cc1 (configuration not stated)	2
COC/C=C/C1=CC2=CC(=O)C(C)(OC(=O)c3cnc4ccccc4n3)C(=O)C2=CN1CCc1ccccn1 (configuration not stated)	5
COc1ccccc1-c1c(C(F)(F)F)oc2cc(OCC(=O)Nc3cc(C)ccc3C)ccc2c1=O	3
Cc1ccc(Cl)c(NC(=O)CN2CCN(C=O)CC2)c1	1
CC12C(=O)N(c3ccc(C(=O)N4CCOCC4)cc3)C(=O)C1C1c3ccccc3C2c2ccccc21 (configuration not stated)	-5
N#CC1=C(N)N2C(=C(C#N)C1c1ccc(Br)cc1)Nc1ccccc12 (configuration not stated)	8
COCC(=O)Nc1cc(Cl)ccc1C(F)(F)F	-3
O=C1c2ccccc2C(=O)N1c1ccc(Cl)cc1	-1
Cc1cccc(C(=O)N2CCc3cc(-c4nc(NC(=O)Cn5nnc6ccccc6c5=O)sc4C)ccc32)c1	-2
COc1ccc(O[C@H]2C=C[C@@H](c3ccccc3)O[C@@H]2COC(=O)CC/C(C)=N/O[C@H](C)c2cn([C@@H]3COC[C@H]3O)nn2)cc1	0
CCS(=O)(=O)C1=NN2C(=N)/C(=C\c3ccc(OS(=O)(=O)c4ccccc4)c(OC)c3)C(=O)N=C2S1	0
O=C(N=Nc1ccc(NOC(=O)c2ccccc2Br)cc1)c1ccccc1O	-2
Cc1nc(NC(=O)c2ccccc2)sc1-c1csc(Nc2ccc(Cl)cc2)n1	-1
O=C1N[C@@H](Cc2ccccc2)C(=O)N2[C@@H]1C[C@]1(Br)c3ccccc3N(S(=O)(=O)c3ccccc3)[C@H]21	2
CCCc1nc2sc3ccccc3c(=O)c2c(=O)n1CCOC	5
O=C(CSC(=S)N1CCCC1)c1cc(Br)cc(Br)c1O	5
CSc1ccc(C2c3[nH]c4ccccc4c3CCN2C(=O)c2cc(C)n(C)n2)cc1 (configuration not stated)	-2
Cc1cc([N+](=O)[O-])c2c(c1C)C1C=CCC1C(c1ccccn1)N2 (configuration not stated)	1
CCOc1cc(-c2nc(-c3cc(OC)c(OC)c(OC)c3)no2)cc(OCC)c1OCC	0
COCCNC(=O)CCCn1c(=O)c2cc(OC)c(OC)cc2n(CC(=O)c2ccc(Cl)cc2)c1=O	2
O=C(O)C1C2CCC(O2)C1C(=O)Nc1cccc(F)c1 (configuration not stated)	2
CCOC(=O)Cc1csc(NC(=O)c2ccc(Br)s2)n1	7
CC(=O)Nc1ccc(S(=O)(=O)NCC2CCC(C(=O)NC(C)c3ccc4c(c3)OCCO4)CC2)cc1 (configuration not stated)	-3
Cc1cc(=O)oc2c(CN(CC(C)C)CC(C)C)c(O)ccc12	2
COc1ccc(CCNC(=O)C2CCN(C(=O)c3ccccc3)CC2)cc1	-2
Fc1ccc(N2CCN(Cc3c[nH]c4ccccc34)CC2)cc1	-4
Cc1cc(C(=O)OCC(=O)c2ccc(Br)s2)c(C)o1	10
CCc1nn(CC(=O)NCCCN(CC)c2cccc(C)c2)c(=O)c2cc3occc3n12	6
Cc1ccccc1Nc1nc(-c2sc(NC(=O)c3ccccc3)nc2C)cs1	-15
O=C(CN1CCC(Cc2ccccc2)CC1)Nc1ccc2c(c1)OCCO2	5
CC(OC(=O)c1ccc2ncsc2c1)C(=O)N1CCCC1 (configuration not stated)	0

A portion from the list above, for reference:
SMILES	NR2E3 ag
O=C(N=Nc1ccc(NOC(=O)c2ccccc2Br)cc1)c1ccccc1O	-2
Cc1nc(NC(=O)c2ccccc2)sc1-c1csc(Nc2ccc(Cl)cc2)n1	-1
O=C1N[C@@H](Cc2ccccc2)C(=O)N2[C@@H]1C[C@]1(Br)c3ccccc3N(S(=O)(=O)c3ccccc3)[C@H]21	2

Back to the main list with the 7 entries that preceded the break.
SMILES	NR2E3 ag
COc1ccc(CCNC(=O)C2CCN(C(=O)c3ccccc3)CC2)cc1	-2
Fc1ccc(N2CCN(Cc3c[nH]c4ccccc34)CC2)cc1	-4
Cc1cc(C(=O)OCC(=O)c2ccc(Br)s2)c(C)o1	10
CCc1nn(CC(=O)NCCCN(CC)c2cccc(C)c2)c(=O)c2cc3occc3n12	6
Cc1ccccc1Nc1nc(-c2sc(NC(=O)c3ccccc3)nc2C)cs1	-15
O=C(CN1CCC(Cc2ccccc2)CC1)Nc1ccc2c(c1)OCCO2	5
CC(OC(=O)c1ccc2ncsc2c1)C(=O)N1CCCC1 (configuration not stated)	0
CCOc1ccccc1NC(=O)CC1SC(=N)N(c2ccccc2)C1=O (configuration not stated)	-1
COc1ccc(Nc2cc(C(=O)NCc3ccco3)c3ccccc3n2)cc1	5
Cc1cc2c(nc1C)CCCN2C[C@@H](C)O/N=C1/[C@H]2CCn3c(=O)n(-c4ccccc4)c(=O)n3[C@H]2[C@H](O)[C@@H]2O[C@H]12	2
CCOc1ccc(N/C(=C(/C(Cl)=C(Cl)Cl)[N+](=O)[O-])n2cncn2)cc1	0
CCCCNC(=O)C(c1ccc(OCC(=O)OC)c(C(=O)OC)c1)N(CCOC)C(=O)CCCCCN1C(=O)NC(c2ccc(-c3ccccc3)cc2)C(C(=O)OCc2ccccc2)=C1C (configuration not stated)	0
CC1=NNC(=O)C1CCC(=O)N/N=C/c1ccc(C)cc1 (configuration not stated)	1
COC(=O)c1ccc(Oc2nc(NC(C)(C)C)nc(N3CCOCC3)n2)cc1	-2
CCCN(CCC)C(=O)c1cc([N+](=O)[O-])cc2c1-c1ccc([N+](=O)[O-])cc1C2=C(C#N)C#N	-5
O=[N+]([O-])c1cccc(N=Cc2sc3ccccc3c2O)c1	0
C=CCn1c2ccccc2c(=O)c2cc(C#Cc3ccsc3)ccc21	1
CC1=C(C(=O)OCc2ccccc2)C(c2ccc(Cl)cc2Cl)NC(=O)N1CCCCCC(=O)O (configuration not stated)	0
COC(=O)c1cc(NC(=O)C2CCCN(S(=O)(=O)c3c(C)n[nH]c3C)C2)cc(C(=O)OC)c1 (configuration not stated)	0
CC1C(c2ccccc2)=NNc2nc3c(c(=O)n(C)c(=O)n3C)n21 (configuration not stated)	3
O=C(CCC(=O)N1CCN(c2ccc(F)cc2)CC1)c1ccc(F)cc1	-1
CCC1=C(OC(=O)N(CC)CC)N2C(=O)OC(=NCC3CC3)[C@]2(Cc2ccccc2)[C@H]2C1=CC[C@H]1C(=O)N(CC(=O)OC)C(=O)[C@H]12	-1
Cc1ccc(CNC(=O)c2cn(C3CCCC3)c(=O)c3c2c2ccccc2n3C)o1	0
Cc1ccc(C)n1-c1ccc2c(c1)COC2=O	-1
COc1ccccc1N1CCN(C/C=C/c2ccc(N(C)C)cc2)CC1	1
C=CCOc1c(Cl)cc(CNc2ccc(C)c(Cl)c2)cc1OC	0
Cc1nc(NC(=O)c2ccccc2)sc1-c1csc(Nc2ccc(Cl)cc2Cl)n1	-2

Reprinted at random: six entries already listed, in no set order.
SMILES	NR2E3 ag
COc1ccc(Nc2cc(C(=O)NCc3ccco3)c3ccccc3n2)cc1	5
CCOc1ccccc1NC(=O)CC1SC(=N)N(c2ccccc2)C1=O (configuration not stated)	-1
C=CCOc1c(Cl)cc(CNc2ccc(C)c(Cl)c2)cc1OC	0
Cc1ccc(C)n1-c1ccc2c(c1)COC2=O	-1
Cc1nc(NC(=O)c2ccccc2)sc1-c1csc(Nc2ccc(Cl)cc2Cl)n1	-2
O=C(CCC(=O)N1CCN(c2ccc(F)cc2)CC1)c1ccc(F)cc1	-1

New compounds follow.
SMILES	NR2E3 ag
CCN(CC)CCCN1C(=O)c2oc3ccccc3c(=O)c2C1c1cccs1 (configuration not stated)	0
CC(C)Oc1ccc(-c2nn(-c3ccccc3)cc2/C=c2\sc3ncnn3c2=O)cc1	-1
Brc1ccc(-c2ccc(C3Nc4cccc5cccc(c45)N3)o2)cc1	0
O=C(Nc1cc2cc([N+](=O)[O-])ccc2oc1=O)c1cccs1	2
CC(C)OC(=O)c1c2nc3ccccc3nc2n2c1[nH]c(=O)c1ccccc12	-5
CCOc1ccc(-c2cc(C(=O)NN3CCN(C)CC3)c3cc(Cl)ccc3n2)cc1	0
CCn1c(-c2ccc(F)cc2)cnc1SCC(=O)N1CCc2ccccc21	-1
Cc1cc(Nc2ccc(O)cc2)ccc1N	1
O=C(NCCN1CCOCC1)c1cc(Sc2ccccc2Cl)nc2ccccc12	3
Cc1ccc(OCCCC(=O)NCc2ccco2)c(C)c1	-2
CCOC(=O)c1c(NC(=O)c2ccc(C)cc2)sc2c1CC(C)(C)NC2(C)C	3
COc1cc(NC(=O)c2cccnc2)ccc1-c1cc2ccccc2oc1=O	1
Cc1ccccc1NC(=O)c1snc2c(=O)[nH]cnc12	-3
Cc1c(NC(=O)C(C)OC(=O)c2cccc(S(=O)(=O)N3CCOCC3)c2)c(=O)n(-c2ccccc2)n1C (configuration not stated)	5
CC12CC(NC(=O)N1c1cccc(C(=O)NCc3ccccc3)c1)c1ccccc1O2 (configuration not stated)	-3
NC(=O)C(CC(=O)O)NC(=O)[C@@H]1CCOc2c(I)cc([N+](=O)[O-])cc2C(=O)N[C@@H](CCC(=O)O)C(=O)N[C@@H](CO)C(=O)N1 (some centres not stated)	-1
CCCCCCCCCCC(=O)Nc1cccnc1	3
O=C(Nc1nc2n(n1)C(c1ccc(Cl)cc1)CC(c1ccc(Cl)cc1)N2)c1ccco1 (configuration not stated)	2
CCCCN(C(=O)c1cc(=O)[nH]c2ccccc12)c1c(N)n(CCC)c(=O)[nH]c1=O	2
O=C(C(=O)N1CCc2ccccc2C1)N1CCc2ccccc2C1	0
CCn1cc(C(=O)NCc2ccccc2OC)c(=O)c2ccc(C)nc21	-1
C=CCN1c2ccccc2[C@]23C[C@@H](C(=O)OC)N(C(=O)c4cc(C)oc4C)C2=NC(C(=O)OC)=C(C(=O)OC)[C@H]13	0
COc1ccc(CCN(Cc2cc3cccc(C)c3n3nnnc23)C(=O)c2ccncc2)cc1OC	-1
CC(=O)Nc1ccc(NC(=O)c2ccc(COc3ccc4c(C)cc(=O)oc4c3)cc2)cc1	-1
Cc1cc(C(C)C)n2c(nc3ccccc32)c1C#N	3
O=C(COC(=O)c1ccccc1NC(=O)C1CC1)c1ccc2c(c1)OCCO2	-1
COc1ccc(Br)cc1/C=N/NC(=O)c1cc(Br)ccc1O	-3
CC(=O)Nc1cn(C(C)=O)c(C)n1	0
CCN(CC)S(=O)(=O)c1cccc(C(=O)N[C@@H](C)c2nc3ccccc3[nH]2)c1	-3
COc1ccc2nc(Sc3c([N+](=O)[O-])nc(C)n3Cc3ccccc3)[nH]c2c1	-2
Cc1c(Cl)cccc1NC(=S)N/N=C/c1ccccc1Cl	0
COc1ccc(CCNC(=O)CSc2ccc(-c3ccccc3)nn2)cc1	-2
